KKLEB tox: CF airway cell cytotoxicity counter-screen; KKLEB CF airway cells viability, ATPlite luminescence, overnight; stronger effect = lower value; cells stimulated with P. aeruginosa culture filtrate; activity change (cytotoxicity), % at 5 µM; 360,000 tested, 0.36% active; AID 602141;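 active = corrected activity change at or below -50% at 5 µM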
TROY signal inh: blocks TROY-dependent signaling in reporter cells; AID 1347056; inhibition, % at 10 µM; Q293 LMP1-TROYcd NF-kB luciferase reporter, 4 h; 360,000 tested, 0.98% active;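 active = compounds whose plate-normalised and pattern-corrected inhibition of the luciferase reporter signal at the single screening dose is 50% or more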
LMP1 NFkB inh: reduces LMP1-driven NF-kappaB luciferase signal; 350,000 tested, 0.69% active; inhibition, % at 12.5 µM; LMP1-induced NF-kappaB luciferase reporter cells, luminescence; AID 504558; in the data active = inhibition above about 41%;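 also: 0% = neutral control wells and 100% = reference inhibitor control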
LRH-1 inv ag: suppresses constitutive activity of human LRH-1 | 360,000 tested, 0.13% active | inhibition, % at 3.6 µM | HEK293T StAR-luciferase reporter, LRH-1 transfected, 24 h | AID 602396 | O00482;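 active = inhibition above the mean inhibition of all tested compounds plus 3 SD, cut at about 73% in these data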;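 also: 0% = DMSO wells and 100% = reporter-only cells lacking LRH-1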
CF NFkB block: inhibitors of cystic fibrosis induced NF-kB; KKLEB NF-kB-GFP reporter, PAF-induced, GFP fluorescence overnight; inhibition, % at 5 µM; 360,000 tested, 0.86% active; AID 588850;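 active = at least 50% inhibition at 5 µM, scaled per plate between neutral and stimulator controls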;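 also: PAF is a Pseudomonas aeruginosa culture filtrate used as stimulus; plate controls were PAF-stimulated DMSO wells for no effect and unstimulated DMSO wells for full effect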
NR2F2 inh: inhibitors of human COUP-TFII (NR2F2). 370,000 tested, 0.7% active. HEK293T NGFI-A luciferase reporter, luminescence. P24468. inhibition, % at 8.6 µM;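 active = inhibition above a per-plate cutoff, mean inhibition of test wells between control levels plus 3 SD, cut at about 38% in these data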;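 also: cells cotransfected with COUP-TFII expression vector driving the NGFI-A reporter; 0% = median of COUP-TF2 test wells and 100% = reporter-only cells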
C8 TRAIL sens: sensitizes caspase-8 expressing cells to TRAIL. 360,000 tested, 1% active. NB7+C8 cells + TRAIL, ATPlite viability luminescence. inhibition (viability loss, TRAIL sensitization), % at 10 µM;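 active = compounds causing at least 50% loss of cell viability in the single-dose screen, relative to plate controls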
Shn3 3UTR inh: reduces Shn3 3'UTR luciferase signal in osteoblasts; Clone20 osteoblast Shn3 3'UTR firefly luciferase, 24 h; inhibition, % at 12.5 µM; 360,000 tested, 0.52% active;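 active = mean inhibition of at least 75% with every replicate also reaching 75%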;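 also: 0% = median of neutral control wells and 100% = pilot-screen positive control compound; some compounds past the cut are filed as inactive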
NCOA3 inh: inhibits human SRC3 coactivator; HEK293 GAL4-SRC3 luciferase reporter, luminescence; inhibition, % at 3.6 µM; 360,000 tested, 0.17% active; AID 588352;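 active = inhibition above a per-campaign cutoff, the mean of all compounds plus 3 SD, cut at about 60% in these data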;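 also: 0% = DMSO-treated cells and 100% = gossypol-treated cells at 36 µM; higher means less SRC3-driven luciferase light from the GAL4 reporter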
NCOA1 inh: human NCOA1 inhibition. Q15788. HEK293 GAL4-SRC1 luciferase reporter, luminescence. inhibition, % at 3.6 µM. 360,000 tested, 0.12% active;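 active = inhibition above the campaign mean plus 3 SD, with each screening campaign given its own cutoff, cut at about 60% in these data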;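 also: 0% = DMSO treated cells and 100% = gossypol at 36 µM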
Target sequence (Q15788 whole entry, looked up, the tested form may be a part): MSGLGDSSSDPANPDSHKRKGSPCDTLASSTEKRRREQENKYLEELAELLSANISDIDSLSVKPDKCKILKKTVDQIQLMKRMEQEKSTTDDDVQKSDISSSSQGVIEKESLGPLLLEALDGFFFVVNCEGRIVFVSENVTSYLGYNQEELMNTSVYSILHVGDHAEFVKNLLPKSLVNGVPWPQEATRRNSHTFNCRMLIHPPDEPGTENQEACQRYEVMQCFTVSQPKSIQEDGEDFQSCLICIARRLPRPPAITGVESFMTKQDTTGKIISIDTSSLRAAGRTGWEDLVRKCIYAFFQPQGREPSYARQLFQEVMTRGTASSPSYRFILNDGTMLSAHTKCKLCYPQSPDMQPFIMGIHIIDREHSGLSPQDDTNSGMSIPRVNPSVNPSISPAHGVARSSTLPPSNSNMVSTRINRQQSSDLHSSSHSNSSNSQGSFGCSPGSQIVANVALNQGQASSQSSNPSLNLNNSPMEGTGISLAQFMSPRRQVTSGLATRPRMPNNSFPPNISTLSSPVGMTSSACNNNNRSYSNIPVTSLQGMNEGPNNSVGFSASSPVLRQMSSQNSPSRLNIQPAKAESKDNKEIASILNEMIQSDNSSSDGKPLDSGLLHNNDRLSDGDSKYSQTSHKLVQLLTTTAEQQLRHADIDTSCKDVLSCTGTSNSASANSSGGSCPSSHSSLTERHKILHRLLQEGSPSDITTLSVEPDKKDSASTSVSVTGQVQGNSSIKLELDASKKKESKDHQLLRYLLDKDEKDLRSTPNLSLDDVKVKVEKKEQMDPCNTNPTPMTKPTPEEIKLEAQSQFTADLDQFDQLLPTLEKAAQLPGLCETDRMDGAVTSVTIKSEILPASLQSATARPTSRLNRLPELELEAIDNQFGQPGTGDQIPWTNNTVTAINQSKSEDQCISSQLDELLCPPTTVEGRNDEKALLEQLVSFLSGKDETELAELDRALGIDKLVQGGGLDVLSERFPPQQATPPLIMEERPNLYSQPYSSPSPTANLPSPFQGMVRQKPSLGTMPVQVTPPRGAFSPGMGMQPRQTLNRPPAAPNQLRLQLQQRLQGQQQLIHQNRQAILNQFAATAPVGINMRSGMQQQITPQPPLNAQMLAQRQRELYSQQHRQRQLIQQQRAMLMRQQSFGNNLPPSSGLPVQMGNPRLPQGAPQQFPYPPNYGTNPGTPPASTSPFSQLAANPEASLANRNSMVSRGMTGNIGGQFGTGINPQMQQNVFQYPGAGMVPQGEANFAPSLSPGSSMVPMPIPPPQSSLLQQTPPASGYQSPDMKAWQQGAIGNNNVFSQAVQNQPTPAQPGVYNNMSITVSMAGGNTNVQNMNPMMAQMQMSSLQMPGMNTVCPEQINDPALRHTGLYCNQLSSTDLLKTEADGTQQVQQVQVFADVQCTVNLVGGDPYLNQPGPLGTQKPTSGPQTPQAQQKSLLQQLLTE
TWEAK-Fn14 inh: inhibitors of TWEAK-Fn14 interaction signaling. TWEAK-stimulated Fn14 reporter cells, luciferase luminescence, 8 h. inhibition, % at 10 µM. 360,000 tested, 2% active. AID 1159606; in the data active = inhibition above about 50%
* hit, by the source's call; . = no result given. The list is partial; rates above refer to the full screens.

Values in the order – KKLEB tox, TROY signal inh, LMP1 NFkB inh, LRH-1 inv ag, CF NFkB block, NR2F2 inh, C8 TRAIL sens, Shn3 3UTR inh, NCOA3 inh, NCOA1 inh, TWEAK-Fn14 inh
- COc1ccc(CCNC(=O)c2ccc(N3CCCCS3(=O)=O)cc2)cc1OC
→ 8, 2, ., 8, 13, -17, 13, 7, -12, -32, 10
- Cc1ccc(C(=O)N2CCN(c3ccccc3F)CC2)cc1NC1=NC2CS(=O)(=O)CC2S1 (stereo unspecified)
→ -19, 8, -4, -15, 9, -9, 0, -27, -1, -11, -7
- O=C(CCS(=O)(=O)c1ccccc1)N(CCCN1CCOCC1)c1nc2c(F)cccc2s1
→ -39, -5, -4, -69, 94*, -43, 14, 44, -10, -10, 24
- CC(=O)c1ccc(S(=O)(=O)N2CCN(c3ccccc3F)CC2)cc1
→ 0, 0, -4, 12, 18, 12, 12, 16, 6, 7, -2
- CCCCOC(=O)c1ccc(NS(=O)(=O)c2cc(-c3nnnn3CC)ccc2OC)cc1
→ 13, 4, 9, -6, -5, 10, -2, 16, -11, -10, 6
- CCn1nnc(NC(=O)c2ccccc2Br)n1
→ 6, -39, -5, -43, -10, -1, 12, -22, -56, -50, -7
- O=C(CSc1nnc(Cc2ccccc2)n1Cc1ccco1)NC1CCCC1
→ 7, -14, -2, 18, -10, -2, 8, -26, 11, 6, -4
- O=C(COC(=O)C1CC2CCCC(C1)C2=O)Nc1nc(-c2ccc(F)c(F)c2)cs1 (stereo unspecified)
→ -5, 12, 0, 11, 6, -13, 20, -7, -7, -24, -29
- Cc1cc2cc(CCNC(=O)C(C)C)c(=O)[nH]c2cc1C
→ 6, 17, -8, -10, -19, -4, 14, -8, 16, -12, 18
- CCN(Cc1ccccc1)C(=O)CC(=O)N(CC)Cc1ccccc1
→ 3, -8, -4, 2, -8, 7, -10, -11, 3, -1, 7
- CCCCNC(=O)CCn1c(=O)c2ccccc2n(Cc2ccccc2C)c1=O
→ 4, -7, -5, 18, 11, 14, -2, -12, -3, 9, -7
- COc1ccc(C(=O)Nc2ccc(CN3CCS(=O)(=O)CC3)cc2)cc1
→ -1, -3, 4, -3, -1, -10, 15, -12, -11, -13, -27
- Cc1ccc(S(=O)(=O)N2CC(=O)Nc3ccccc32)cc1C
→ 15, -24, 1, 0, -6, 1, -4, -20, 21, -39, 18
- Cc1c(CC=C(Cl)Cl)c(=O)[nH]c2c(C)cccc12
→ 7, -7, 8, -6, 12, -38, 6, -4, 12, 4, 13
- Cc1ccc(/C=N/n2cnnc2)s1
→ -2, -8, 2, 3, 4, -10, 3, -27, 9, 8, 0
- CCOC(=O)CCCCC(=O)c1[nH]c(=O)[nH]c1CSc1nnc2c3ccccc3n(C(C)C)c2n1
→ 0, 8, 2, -1, 16, 6, 7, 6, 11, -26, -8
- CCN(C(=O)COC(=O)C1CCN(S(=O)(=O)c2ccc(C)c(C)c2)CC1)C1CCS(=O)(=O)C1 (stereo unspecified)
→ 2, -2, -3, -8, -25, -15, 30, 1, 0, -8, -3
- CN(Cc1nc2ccccc2n1C)c1ccccc1
→ -3, -10, -8, 10, -2, -23, -3, 7, -12, -17, -15
- CC1N(C(=O)N2CCOCC2)CCN1S(=O)(=O)c1cccc(C(F)(F)F)c1 (stereo unspecified)
→ 6, -8, -9, 8, -6, 5, -3, 3, -5, -24, 18
- O=S(=O)(NCc1ccccc1)c1ccc(S(=O)(=O)N2CCCCC2)cc1
→ -2, -8, -13, 11, 19, -2, -5, 14, 3, 11, -8
- O=C(CCC(=O)OCC(F)(F)C(F)F)Nc1ccccc1F
→ 12, -16, -3, 20, 4, 19, 0, -14, 12, 3, 3
- O=C(c1ccccc1)N1CCN(C(=S)NCc2ccc3c(c2)OCO3)CC1
→ -1, 8, 12, 16, -3, 2, -7, -1, 17, -4, -15
- CCC(Sc1nc2ccsc2c(=O)n1-c1ccc(Cl)c(C)c1)C(=O)NCc1ccco1 (stereo unspecified)
→ 2, -7, -11, -10, 0, 8, -2, 20, 9, 7, -1
- CNC(=O)CCCN1C(=O)c2ccccc2Sc2ncccc21
→ -1, 20, 9, 10, 14, 14, -2, -9, 15, 25, -14
- Cc1cc(Nc2ccc3c(c2)OCCO3)n2ncnc2n1
→ -1, 12, 0, 4, -24, -11, -2, -16, 7, -1, 18
- CN(C(=O)c1ccc(NC(=O)Cc2ccc(NC(=O)C3CCCN(C(=O)c4ccccc4)C3)cc2)cc1)C1CCCC1 (stereo unspecified)
→ 7, -9, -6, -9, 5, -9, 4, -4, 9, 8, -2
- CCCn1c(NCc2cccc(OC)c2OC)nc2ccccc21
→ -11, -35, 4, -13, 13, -8, -4, -17, -25, -31, -26
- CCC(=O)N1CCc2cc(Br)cc(S(=O)(=O)CC(=O)OC)c21
→ -1, -16, 2, 16, 5, ., -7, 2, 18, 5, -16
- Cc1nc2cc(C(=O)O)ccc2n1-c1ccc(F)cc1F
→ 0, 5, -5, 6, -7, 28, -7, -4, 6, -3, 0
- Cc1ccc(S(=O)(=O)NCCc2c[nH]c3ccccc23)cc1
→ -4, 4, 4, 19, -10, -4, -5, 2, 2, 3, 8
- CCCCOCCCNC(=O)c1c(-c2ccccc2)noc1C
→ 2, ., 1, 6, 1, 0, 3, 7, 1, -7, -1
- O=C1OC2(O)C3C4C=CC(C4)C3C(=O)N2c2ccccc21 (stereo unspecified)
→ 6, 13, 3, 6, -8, -17, -8, 0, 17, -11, -2
- Cc1ccc(-c2csc(N(CCO)CCCn3c(C(F)(F)F)nc4ccccc43)n2)cc1
→ -15, 10, 5, -5, -3, 15, 17, 49, 8, 5, 3
- COc1ccc(CC(=O)NCC(=O)N/N=C/c2ccco2)cc1
→ 1, -21, -1, 10, 1, 6, -6, 5, 18, 5, -1
- COc1ccc(-c2cc(C(=O)NCCCN3CCOCC3)c3cc(C(C)C)ccc3n2)cc1
→ 3, 5, 7, -21, -16, -1, 9, 54, 4, -3, 3
- COCOc1ccc(-c2ncc(OC)nc2NC(=O)c2cc(C)oc2C)cc1
→ -4, -14, ., 16, 8, -17, 5, 20, -5, 8, -16
- COc1ccc(C)cc1NS(=O)(=O)c1ccc(NC(=O)CN(c2cc([N+](=O)[O-])ccc2C)S(C)(=O)=O)cc1
→ -1, 17, -94, 27, -12, -4, -9, 56, 38, 10, 23
- Cc1cccc(NS(=O)(=O)c2cccc(C(=O)NCC(C)(C)N3CCOCC3)c2)c1
→ 4, -10, ., 32, -6, -5, -9, -2, 9, -25, 5
- Cc1ccccc1NC(=O)c1cn2c(nc3ccccc32)c(C#N)c1C
→ -11, -9, 7, -5, -5, 27, -3, -30, 13, 1, -30
- COC(=O)c1nc2nc(C)cc(C(F)(F)F)n2n1
→ 3, 6, -1, 6, 4, 9, 18, 8, -7, -2, 7
- Cc1cc(N2CCOCC2)nc2ccc(NC(=S)NCc3ccc4c(c3)OCO4)cc12
→ -3, 32, 0, 9, -15, 7, -5, -3, 2, -6, -10
- CCC(C)(C)C(=O)Nc1cc([N+](=O)[O-])ccc1F
→ -10, 4, 3, -1, -3, -4, 30, 17, -4, -1, -6
- C[C@H](O)Cc1cc2ccccc2c(=O)o1
→ -4, -7, 0, -6, -8, -26, -7, -13, -16, 7, 21
- COc1ccc(C)cc1NC(=O)C(=O)c1cn(CC(=O)N2CCCC2)c2ccccc12
→ 23, 9, 8, 0, -16, 1, 21, 14, -19, -5, -6
- CCOC(=O)c1cccc(NC(=O)COc2nsnc2N2CCOCC2)c1
→ -7, -1, 5, 3, -1, 17, -6, 68, -4, 4, 13
- O=C(c1ccc2ccccc2c1)C1CCCN(C(=O)c2noc3c2CCCC3)C1 (stereo unspecified)
→ -7, 32, -14, -8, 4, -2, 3, -7, 12, -2, -16
- CCn1c(CC(=O)Nc2cccc(OC)c2)nnc1SCC(=O)Nc1nccs1
→ 7, 4, -6, -5, -17, 0, 9, 10, 16, -15, -7
- CCOc1ccc(CC(=O)NNC(=S)NCCc2ccccc2)cc1
→ 10, -2, -3, 9, 1, 8, -3, -23, 14, 5, 11
- O=C(O)CCN1C(=O)C2CCCCC2C1=O (stereo unspecified)
→ 6, -7, -9, -13, -2, 13, -6, -9, 5, -4, 4
- CN(C(=S)NC(=O)CCCOc1ccc(Cl)cc1Cl)c1ccccc1
→ -2, -41, -8, 18, 2, -6, -24, -6, -10, -25, -5
- COc1ccc(C2CC(c3ccc(Cl)cc3)Nc3nc(NC(=O)c4ccco4)nn32)cc1 (stereo unspecified)
→ -2, -31, -6, -2, 7, -9, 9, 16, 2, -5, -10
- Cc1sc(NC(=O)C2C3C=CC(C3)C2C(=O)O)c(C(N)=O)c1-c1ccc(C(C)C)cc1 (stereo unspecified)
→ 2, 19, 8, 13, 8, -20, -11, 5, -2, 7, -1
- CCCCNC(=O)CSc1nc2ccc(NC(=O)CSc3nnc(COc4ccccc4C)n3C)cc2s1
→ -6, -8, 8, 50, -2, 3, 5, 9, -1, -4, -37
- Cc1ccc(C(C(=O)NC(C)(C)C)N(C(=O)c2csnn2)C2CC2)cc1 (stereo unspecified)
→ 0, 12, 1, -8, 15, -2, -9, 3, 18, -23, -17
- Cc1ccc(C(C)(C)C)cc1S(=O)(=O)Nc1cccc(S(=O)(=O)NC2=NCCC2)c1
→ -3, 6, -3, 0, 20, 6, -10, -4, -5, 6, 6
- COC1=C(c2ccccc2)C(=O)c2ccccc2C1=O
→ 23, 24, 2, 29, -42, 2, 0, -33, 6, 2, 11
- COc1cc(NC(=O)c2[nH]cnc2C(N)=O)cc(C(=O)Nc2cccc(C(F)(F)F)c2)c1
→ -62*, 22, 17, 30, 53*, ., 86*, 55, -1, -4, 22

Screening data (PubChem)
